# GLP-1R agonist: qHTS of GLP-1 Receptor Agonists | Glucagon-like peptide 1 receptor (Homo sapiens), P43220 | Potency, µM (highest dose often 45.6 µM), for the others: at the top dose activation, usual class: activators | 380,000 compounds, 0.007% hits | HEK293 GLP-1R CRE-luciferase, luminescence, 4-6 h; cells express a hypersensitive GLP-1R form; also: potency is read from the fitted curve at half-maximal effect; % of control where 0% means no effect
# Target sequence (P43220 whole entry, looked up): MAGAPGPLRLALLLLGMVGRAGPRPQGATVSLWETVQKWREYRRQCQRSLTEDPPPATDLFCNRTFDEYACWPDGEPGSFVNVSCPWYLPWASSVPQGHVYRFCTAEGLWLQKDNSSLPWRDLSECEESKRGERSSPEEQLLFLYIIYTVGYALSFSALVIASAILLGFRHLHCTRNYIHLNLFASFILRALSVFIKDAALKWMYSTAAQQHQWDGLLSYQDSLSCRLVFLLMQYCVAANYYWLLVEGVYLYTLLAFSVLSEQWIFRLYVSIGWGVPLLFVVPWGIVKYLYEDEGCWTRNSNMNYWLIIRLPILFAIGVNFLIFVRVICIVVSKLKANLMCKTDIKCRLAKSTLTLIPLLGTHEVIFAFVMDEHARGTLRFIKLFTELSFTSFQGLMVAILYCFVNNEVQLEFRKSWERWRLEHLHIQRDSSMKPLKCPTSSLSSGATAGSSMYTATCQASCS
# EPAC1 antagonist: qHTS for Antagonist of cAMP-regulated guanine nucleotide exchange factor 3 (EPAC1): primary screen. EPAC1 GEF assay, Rap1b-BODIPY-GDP exchange fluorescence. Potency, µM (highest dose often 115 µM), inactives show top-dose activity change, negative = inhibition, hits mostly inhibitors. 360,000 compounds, 0.14% hits;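 also: potency is read from the fitted curve at half-maximal effect; plate controls were vehicle for no effect and positive control for full effect; nearly all actives have a fitted effect of over 50% in size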
# GLP1R cytotox: qHTS of GLP-1 Receptor Inverse Agonists: Cytotox Screen | HEK293 cAMP-luciferase reporter cells, luminescence, 24 h | Potency, µM (top dose mostly 38.3 µM), for the others: top-dose activity change, negative = inhibition, hits mostly inhibitors | 410,000 compounds, 0.13% hits | AID 624418, 2012;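 also: loss of luciferase light is scored as toxicity; potency is read from the fitted curve at half-maximal effect; % is scaled to controls: 0 for no effect and ±100 for the full control effect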
#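 To flag toxic compounds, the library was rerun on cells for 24 hr at 37 deg C and 5% CO2. Viability-linked luminescence was captured 12 min after adding luciferase detection reagent.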
# PLK1 PBD inh: qHTS for Inhibitors of PLK1-PDB (polo-like kinase 1 - polo-box domain): Primary Screen. Serine/threonine-protein kinase PLK1 (Homo sapiens), P53350. Plk1 PBD binding of FITC phosphopeptide, fluorescence polarization. Potency, µM, inactives show max response, negative = inhibition, actives largely listed as inhibitors. 360,000 compounds, 2.8% hits; also: potency is read from the fitted curve at half-maximal effect; series mostly up to about 57 µM; % is scaled to controls: 0 for no effect and ±100 for the full control effect; nearly all actives have a fitted effect of over 65% in size
# PTHR1 ag: qHTS for PTHR1 Agonists: Primary Screen; Potency, µM (titrated, usually from 115 µM), without a hit: at the highest dose activation, usual class: activators; AID 743266, 2014; Parathyroid hormone/parathyroid hormone-related peptide receptor (Homo sapiens), Q03431; 410,000 compounds, 0.075% hits; HEK293 GP2 PTHR1 cells, GloSensor cAMP luminescence, 1 h; also: potency is read from the fitted curve at half-maximal effect; nearly all actives have a fitted effect of over 55% in size; some results filed as inactive show a strong effect at the top dose; inactives centre near -15; many of its hits are not listed in these tables
#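 HEK-293-derived GP2 cells expressing PTHR1 and a GloSensor cAMP reporter, 3,000/well, plated overnight, given luciferin plus IBMX (each 0.5 mM as added) for 1 h at 37 °C, then compound for 1 h at 37 °C. Luminescence was read after 15 min at room temperature.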
# GLP-1R inv ag: qHTS of GLP-1 Receptor Inverse Agonists (Inhibition Mode) | Potency, µM (doses to about 38.3 µM), for inactives: at the highest dose activity change, negative = inhibition, hits mostly inhibitors | HEK293 GLP-1R CRE-luciferase, luminescence, 24 h; GLP-1R form is constitutively active | Glucagon-like peptide 1 receptor (Homo sapiens), P43220 | 410,000 compounds, 1.6% hits | AID 624417, 2012; also: potency is read from the fitted curve at half-maximal effect; % is scaled to controls: 0 for no effect and ±100 for the full control effect; nearly all actives have a fitted effect of over 55% in size
#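 HEK293 cells stably co-expressing a cAMP-responsive luciferase reporter and constitutively active GLP-1R were seeded, incubated 12 h, then exposed to compounds for 24 h at 37 C. Luminescence was read 12 min after detection reagent; inverse agonists lower signal.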
# EPAC1 ag: qHTS for Agonist of cAMP-regulated guanine nucleotide exchange factor 3 (EPAC1): primary screen; EPAC1 agonist qHTS, biochemical assay; response scale: 100% = response to 6.5 mM cAMP; Potency, µM (highest dose often 154 µM), for the others: at the top dose activation, hits mostly activators; AID 720707, 2013; 360,000 compounds, 0.073% hits; also: potency is read from the fitted curve at half-maximal effect; nearly all actives have a fitted effect of over 60% in size
#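 Nucleotide exchange by EPAC1 (100 nM) on Rap1B–BODIPY-GDP (250 nM) in the presence of 50 uM GDP is tracked fluorescently at 480/540 nm over 30 min. Signals are normalized to a 6.5 mM cAMP control.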
# PI5P4Ka inh: qHTS for Inhibitors of phosphatidylinositol 5-phosphate 4-kinase (PI5P4K); PI5P4Kalpha enzyme, ADP-Glo luminescence, 60 min; stronger effect = lower value; max response, %; 330,000 compounds, 1.2% hits; active = max response of -50% or lower; inconclusive = between -30% and -50%; inactive = -30% or higher; also: value at the top dose of about 77 µM; % is scaled to controls: 0 for no effect and ±100 for the full control effect
# Target sequence (P48426 whole entry, looked up): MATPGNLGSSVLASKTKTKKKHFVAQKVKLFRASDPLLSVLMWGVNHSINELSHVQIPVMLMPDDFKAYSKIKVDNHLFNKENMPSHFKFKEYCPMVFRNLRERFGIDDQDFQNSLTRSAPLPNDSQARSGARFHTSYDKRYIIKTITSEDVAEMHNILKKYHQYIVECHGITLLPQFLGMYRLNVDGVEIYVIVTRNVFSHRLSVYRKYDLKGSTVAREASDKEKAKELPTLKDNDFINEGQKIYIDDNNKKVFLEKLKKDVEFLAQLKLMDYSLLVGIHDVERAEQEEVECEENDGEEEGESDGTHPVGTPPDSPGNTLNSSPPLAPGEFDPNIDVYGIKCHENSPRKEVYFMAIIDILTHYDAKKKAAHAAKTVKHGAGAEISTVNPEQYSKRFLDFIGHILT
#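 ADP-Glo luminescence end-point after a 60 min room-temperature kinase reaction. PI5P4Kalpha and substrate in HEPES pH 7.4 buffer with EGTA, 0.1% CHAPS and 5% DMSO; ATP at 5 microM final.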
# IL2 activator: qHTS of IL-2 Activators | 360,000 compounds, 0.065% hits | IL-2 activation reporter assay, cell-based qHTS; stimulated with anti-CD3/CD4/CD28 beads; in transgenic mouse T cells | activation, % (series mostly up to about 46 µM); in the data active = activation above about 50%; inconclusive = mostly about 30% to 49%; also: 0% is about no effect
#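 Screening format: compound pinned onto unstimulated transgenic mouse T cells, 60 min incubation, then anti-CD3/anti-CD4/anti-CD28 bead stimulation for 18 hours at 37 degrees C, followed by EGFP and DsRed detection.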
# The depositor's hits bear a star; i = inactive; ? = inconclusive; nt = not tested or not shown; [ ] = dose if it differs, or a comment. Unless noted, calls follow the shape of the dose curve; as a rule, active = well fitted curve in the direction sought with a large enough effect; inconclusive = small, poorly fitted or top-dose-only effect, or another doubt; inactive = no such curve, though single readings can be large; an effect the other way counts as inactive or inconclusive.
item	molecule	GLP-1R agonist	EPAC1 antagonist	GLP1R cytotox	PLK1 PBD inh	PTHR1 ag	GLP-1R inv ag	EPAC1 ag	PI5P4Ka inh	IL2 activator
1	CC1(C)Cc2c(sc3c2c(=O)n(-c2ccc(Cl)cc2)c(=O)n3CC(N)=O)CO1	1%	-16%	-5%	-17%	-33%	20%	-8%	4	4.5
2	Cc1cccc(C)c1OCc1cc(C(=O)NCC2COCCO2)no1 (configuration not stated)	6%	-6%	4%	0%	i	8%	-8%	10	2.3
3	Cc1cc(NC(=O)CSc2ncccn2)no1	-2%	-6%	4%	-11%	19%	9%	13%	nt	0.8
4	Cc1ccc(-n2ncc(C(=O)NCCc3c[nH]c4ccccc34)c2C2CCN(C(=O)OC(C)(C)C)CC2)cc1C	-4%	nt	-9%	nt	6%	11µM*	nt	nt	nt
5	O=C(Cc1ccc(Cl)c(Cl)c1)Nc1cccc(S(=O)(=O)N2CCOCC2)c1	-2%	-7%	-1%[7.66 µM]	-4%	-22%	0%[7.66 µM]	?	0	0.2
6	c1ccc2nc3ccccc3nc2c1	3%	-14%	12%	-14%	-57%	1%	-16%	15	0.8
7	COc1ccc(C(=O)Nc2ccc3c(c2)nc(CN2CCCC2)n3C)cc1	-3%	-14%	-9%	-10%	i	-15%	10%	-1	-1.6
8	CC(=O)c1ccc(OCC(O)CN2C(C)CCCC2C)cc1 (configuration not stated)	-8%	-5%	0%	-6%	i	-5%	4%	3	-0.8
9	C=C(NS(=O)(=O)c1ccc(C)cc1)C(=O)OC	2%	3%	-6%	-2%	i	9%	-8%	-4	-0.1
10	CC(C)CN(C(=O)c1cccc(S(=O)(=O)N2CCN(C)CC2)c1)C1CCS(=O)(=O)C1 (configuration not stated)	-8%	13%	12%	-12%	i	5%	7%	-10	-1.9
11	O=C(Nc1ccccc1Cl)NC1(C(=O)N2CCCCC2)CCCCC1	-1%	4%	-22%	1%	i	4%	6%	-7	0.8
12	Cc1nnc(NC(=O)CSc2nnc3ncccn23)s1	0%	3%	0%	-3%	?	16%	0%	0	0.7
13	COc1ccc(Cl)cc1NC(=O)CNc1ccccc1F	4%	-13%	-19%	-4%	i	?	-4%	9	0.0
14	CCCn1c(=S)[nH]c2cc(C(=O)NCc3ccccc3OC)ccc2c1=O	1%	-2%	1%	2%	-37%[inhibitor]	3%	-12%	0	-1.3
15	CCCNC(=O)CN1C(=O)COc2ccc(S(=O)(=O)N3CCC(C)CC3)cc21	-3%	nt	-11%	nt	9%	-1%	nt	nt	nt
16	CCOCC(=O)Nc1ccc([N+](=O)[O-])cc1OC	8%	0%	0%	-3%	?	10%	-3%	2	-0.5
17	NC(=O)c1cc(Cl)ccc1OCC(=O)N1CCCc2ccccc21	13%	-10%	-8%	3%	-18%	-4%	2%	-3	-3.9
18	CCOC(=O)C1CCCN(C(=O)c2cc(S(=O)(=O)N3CCCCC3)c[nH]2)C1 (configuration not stated)	-4%	-3%	10%	-3%	-14%	2%	12%	1	1.6
19	COc1ccccc1OCc1cc(C(=O)N2CCCC(OCc3cccnc3)C2)no1 (configuration not stated)	4%	-17%	3%	-1%	-16%	21%	-13%	2	-2.4
20	O=S(=O)(NCc1ccccc1)c1ccc(Cl)cc1	3%	-6%	5%	-14%	-9%[57.5 µM]	?	-4%	0	-0.6
21	COc1ccc(NC(=O)CCNC(C)=O)cc1NS(=O)(=O)c1ccc(F)cc1	0%	4%	-14%	-8%	i	17%	-6%	-16	0.9
22	COc1ccc(Cl)cc1NC(=S)NCCCN1CCCC1=O	2%	19%	-2%	-3%	-4%	6%	-14%	4	-2.8
23	CC(=O)c1ccc2c(c1)c1ccccc1n2CC(C)C	5%	-3%	1%	-4%	i	?	9%	0	-1.0
24	COCCNC(=O)/C(C#N)=C/c1c(N2CC(C)OC(C)C2)nc2ccccn2c1=O (configuration not stated)	1%	0%	86%[activator]	-7%	i	0%	-7%	-3	-1.5
25	CCOc1ccccc1NC(=O)CNC(=O)CNC(=O)Cc1ccccc1	3%	-9%	2%	0%	-4%	-3%	2%	5	-2.9
26	CCc1ccc2[nH]c(C(=O)Nc3ccc(C)c(F)c3)cc2c1	2%	-17%	-1%	?	i	?	0%	1	-1.1
27	Cc1ccc(S(=O)(=O)N2CCN(C)CC2)c(C)c1	-12%	18%	-10%	0%	-8%[57.5 µM]	3%	-5%	nt	-1.1
28	CCn1c(CNC(=O)c2ccc(OC)cc2)nnc1SCC(=O)Nc1ccc(C)cc1	-1%	nt	4%	nt	23%	-4%	nt	nt	nt
29	O=C(CN1C(=O)CSc2ncccc21)NCCN1CCOCC1	-2%	-3%	?	-4%	-25%	11%	6%	1	1.3
30	COc1cc(C(=O)Oc2ccc(C(=S)N3CCOCC3)cc2)cc(OC)c1OC	6%	13%	-7%	-16%	23%	11%	-2%	3	5.6
31	COC(=O)c1sc(-c2cccs2)cc1N	11%	-2%	-3%	1%	-3%	35%[activator]	-5%	1	-0.4
32	CCN1C(=O)[C@H]2[C@H]3CN=C(SCc4ccc(Cl)cc4)N3[C@@](CC)(C(=O)OC)[C@H]2C1=O	-1%	-2%	11%	-8%	-8%	7%	0%	-2	-0.2
33	CNC(=S)NNS(=O)(=O)c1ccc(OC)cc1OC	1%	12%	-2%	-4%	i	6%	-1%	0	-0.6
34	Cc1nn(C)c(C)c1NC(=O)CSc1nc(-c2ccccc2Cl)nc2c1cnn2-c1ccccc1	0%	11%	-2%	-1%	-16%[57.5 µM]	31%[activator]	1%	8	0.4
35	COc1ccccc1NC(=O)CN(Cc1ccco1)C(=O)c1ccc(N2CCCC2=O)cc1	0%	3%	17%	-10%	i	1%	-3%	-9	1.0
36	CCOc1ccc2[nH]cc(C(=O)NCc3ccc(F)cc3)c(=O)c2c1	-2%	-5%	0%	-15%	23%	14%	-4%	9	-0.6
37	Cc1ccc(/C=C/C(=O)OCC(=O)NC(C)C)o1	6%	2%	0%	-6%	i	-8%	9%	-2	-0.5
38	CC(=O)Nc1nc(-c2ccc([N+](=O)[O-])cc2)cs1	-5%	-4%	0%	-3%	i	12%	-8%	1	-0.5
39	CCOc1nc(NCCN2CCOCC2)nc(Nc2ccc(C)cc2)n1	11%	-1%	-2%	-4%	-16%[57.5 µM]	9%	-5%	-1	-0.3
40	O=C(NC1CCCCC1)C1CC=CCC1C(=O)OCC(Cl)=C(Cl)Cl (configuration not stated)	-6%	-24%	-9%	-8%	i	?	14%	-6	-1.2
41	CCC1(c2ccc(F)cc2)NC(=O)N(CC(=O)N2CCN(S(=O)(=O)c3ccc(Cl)cc3)CC2)C1=O (configuration not stated)	-9%	4%	7%	-6%	i	?	5%	-13	-0.5
42	CC(C)n1cnnc1SCC(=O)NNC(=O)COc1ccc(Cl)cc1	-3%	3%	2%	-2%	i	6%	2%	4	-1.7
43	CN/C(=C/[N+](=O)[O-])NCCSCc1csc(CN(C)C)n1	4%	-4%	5%	1%	i	7%	-10%	-6	-0.5
44	COCCNC(=O)C(c1ccc(C)o1)N(CCOC)C(=O)Cn1nnc2ccccc21 (configuration not stated)	0%	5%	-15%	27µM*	-5%	5%	10%	-4	0.0
45	CCn1cc(CN(C)S(=O)(=O)c2cccc([N+](=O)[O-])c2)cn1	17%	-5%	-14%	-2%	i	3%	-7%	1	0.9
46	COc1cc(OC)cc(C(=O)NCC(=O)OC(C)C(=O)NC(C)C2CC3CCC2C3)c1 (configuration not stated)	14%	-8%	-7%	6%	-32%	-17%	-16%	5	0.5
47	Cc1ccc(NC(=O)COc2ccc3c(c2)OCO3)c(C)c1	3%	-26%	?	-3%	-6%	-2%	0%	2	-2.8
48	COc1ccc(N(CC(=O)Nc2cc(OC)ccc2OC)S(=O)(=O)c2c(C)nn(C)c2C)cc1	26%	-17%	-16%	2%	-10%	57%[activator]	-5%	-2	-2.3
49	CCCCCCn1c(=O)c(C(=O)N/N=C/c2cccc(F)c2)c(O)c2ccccc21	9%	-18%	1%	0%	i	2%	0%	8	-1.8
50	O=C(Nc1ccc(O)c(-c2nc3ccccc3o2)c1)C1(c2ccc(Br)cc2)CCCC1	-10%	8%	-4%	-2%	i	9%	5%	-2	0.8
51	CC(=O)N(c1ccccc1)c1nc(/C=C/C(=O)O)cs1	14%	14%	1%	-13%	i	31%	-4%	-1	-2.3
52	COc1ccc(C(NC(=O)CN2CCCCCC2)c2ccc(OC)cc2)cc1	14%	-8%	-1%	-8%	i	?	-2%	2	0.0
53	Cc1cc(NS(=O)(=O)c2ccc3nc(-c4ccccc4)[nH]c3c2)ccc1Br	-7%	nt	-11%	nt	-42%[inhibitor]	?	nt	nt	nt
54	O=C(Nc1ccc2nc3n(c(=O)c2c1)CCCCC3)c1ccccn1	3%	-1%	-14%	-2%	-1%	?	-18%	-1	-1.4
55	CCC1CCCCN1c1nc(-c2ccncc2)nc2ccccc12 (configuration not stated)	13%	-10%	-1%	-6%	?	0%	20%	nt	-1.9

# Of the compounds above, two contain a thiophene ring, fused or not.
item	molecule	GLP-1R agonist	EPAC1 antagonist	GLP1R cytotox	PLK1 PBD inh	PTHR1 ag	GLP-1R inv ag	EPAC1 ag	PI5P4Ka inh	IL2 activator
1	CC1(C)Cc2c(sc3c2c(=O)n(-c2ccc(Cl)cc2)c(=O)n3CC(N)=O)CO1	1%	-16%	-5%	-17%	-33%	20%	-8%	4	4.5
31	COC(=O)c1sc(-c2cccs2)cc1N	11%	-2%	-3%	1%	-3%	35%[activator]	-5%	1	-0.4

# Compound activity: PubChem, National Center for Advancing Translational Sciences (NCATS)

# Only part of the results is shown, so the mix of outcomes need not match the whole.
